Screening data from PubChem BioAssay.
PME-1 primary – PME-1 (human) inhibition | Q9Y570 | recombinant PME-1, FP-Rh probe fluorescence polarization | inhibition, % at 5.9 µM | 320,000 tested, 0.53% active | AID 2130;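 active = inhibition above the campaign mean of all compounds plus 3 SD, cut at about 26% in these data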;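 note: competitive labeling of PME-1 active site by serine hydrolase directed probe; 0% = PME-1 with DMSO and 100% = wells lacking PME-1 enzyme; inhibitors block probe labeling so polarization falls and inhibition rises; many of its hits are not listed in these tables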
Fam108B counter – Fam108B inhibition, counter-screen for RBBP9 inhibitors; recombinant Fam108B, FP-Rh probe fluorescence polarization; 300,000 tested, 0.33% active; inhibition, % at 9.51 µM;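 active = inhibition above the screen mean inhibition plus 3 SD, computed separately per campaign, cut at about 18% in these data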;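 note: inhibitors lower polarization as less probe binds the enzyme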
pPAFAH inh – inhibitors of human plasma PAF acetylhydrolase (pPAFAH); Q13093; recombinant pPAFAH, FP-rhodamine probe fluorescence polarization; inhibition, % at 3.39 µM; 330,000 tested, 1.5% active; AID 463082;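 active = inhibition above the mean inhibition across the screen plus 3 SD, cut at about 25% in these data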;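 note: inhibitors block binding of the rhodamine activity-based probe so polarization drops; 0% = enzyme with DMSO and 100% = wells lacking pPAFAH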
PAFAH1B2 FP inh – PAFAH1B2 (human) inhibition | 340,000 tested, 1.2% active | P68402 | inhibition, % at 3.39 µM | recombinant PAFAH1B2, FP-rhodamine activity probe, fluorescence polarization;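 active = inhibition above the mean of all tested compounds plus 3 SD, cut at about 24% in these data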;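 note: 0% = enzyme with DMSO and 100% = wells lacking PAFAH1B2; many of its hits are not listed in these tables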
GLD-1 RNA inh – GLD-1-TGE RNA interaction inhibition (C. elegans). purified GLD-1 + fluorescein TGE RNA, fluorescence polarization. inhibition, % at 5.96 µM. 320,000 tested, 0.44% active. AID 2280;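 active = percent inhibition above a per-plate cutoff, the plate mean of test compounds plus 3 SD, cut at about 30% in these data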;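 note: 0% = DMSO wells with GLD-1 and probe and 100% = wells lacking GLD-1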
MEX-5 binding – C. elegans MEX-5 TCR-2 RNA binding activity; Q9XUB2; MEX-5/FITC-TCR2 RNA binding, fluorescence polarization; stronger effect = lower value; 300,000 tested, 0.38% active; activity score (negative = inhibition of binding), % at 10 µM;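 active = inhibition past about -25% in most replicates, and total fluorescence under double the plate's negative control median, limit read from the data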;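 note: 0% = DMSO and -100% = 5 µM competing unlabeled TCR2 RNA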
AHR activator – human AHR activation | activation, % at 5 µM | 320,000 tested, 2.5% active | P35869 | AHR-responsive luciferase reporter cells, luminescence; in the data active = activation above about 47%;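 note: 0% = vehicle wells and 100% = reference agonist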
Target sequence (P35869 whole entry, looked up): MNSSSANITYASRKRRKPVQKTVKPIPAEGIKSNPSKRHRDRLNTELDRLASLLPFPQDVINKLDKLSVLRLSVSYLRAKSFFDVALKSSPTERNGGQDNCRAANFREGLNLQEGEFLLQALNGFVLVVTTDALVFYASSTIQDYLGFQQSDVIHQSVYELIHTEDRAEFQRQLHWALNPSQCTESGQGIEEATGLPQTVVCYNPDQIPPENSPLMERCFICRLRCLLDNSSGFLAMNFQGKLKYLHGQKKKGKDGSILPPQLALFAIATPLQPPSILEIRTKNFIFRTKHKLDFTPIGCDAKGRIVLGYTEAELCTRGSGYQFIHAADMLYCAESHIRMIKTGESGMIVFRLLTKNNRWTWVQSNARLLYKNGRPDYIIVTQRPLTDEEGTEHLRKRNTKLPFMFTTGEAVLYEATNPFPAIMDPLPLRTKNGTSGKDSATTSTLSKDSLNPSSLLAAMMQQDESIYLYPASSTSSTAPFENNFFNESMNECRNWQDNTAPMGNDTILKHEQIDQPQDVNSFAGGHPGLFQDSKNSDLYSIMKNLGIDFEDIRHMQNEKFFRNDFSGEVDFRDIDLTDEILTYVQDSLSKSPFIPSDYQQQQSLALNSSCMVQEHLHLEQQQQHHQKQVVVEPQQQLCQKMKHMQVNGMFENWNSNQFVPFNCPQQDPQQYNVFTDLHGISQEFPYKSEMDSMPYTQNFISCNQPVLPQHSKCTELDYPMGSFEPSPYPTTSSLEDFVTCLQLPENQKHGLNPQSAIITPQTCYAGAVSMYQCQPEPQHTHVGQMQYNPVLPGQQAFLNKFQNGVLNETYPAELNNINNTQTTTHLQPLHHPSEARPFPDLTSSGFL
BCLXL inh – blocks human Bcl-xL binding to Bim BH3 peptide; Q07817; GST-Bcl-xL / FITC-Bim BH3 peptide fluorescence polarization; inhibition, % at 10.9 µM; 320,000 tested, 0.7% active; AID 2129;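 active = inhibition above the mean of all tested compounds plus 3 SD, cutoff set per campaign, cut at about 30% in these data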;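 note: 0% = DMSO wells and 100% = unlabeled Bim-BH3 peptide competitor; inhibitors lower millipolarization by displacing the labeled peptide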
MCL1-BIM inh – inhibitors of human MCL1 binding to BIM-BH3 peptide | Q07820 | 320,000 tested, 0.68% active | inhibition, % at 10.9 µM | GST-MCL1 / FITC-Bim-BH3 fluorescence polarization | AID 2057;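 active = inhibition above the mean inhibition of all tested compounds plus 3 SD, set per campaign, cut at about 40% in these data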;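 note: 0% = DMSO wells and 100% = unlabeled Bim-BH3 peptide control; higher means more loss of mP so more displacement of Bim peptide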
* hit, by the source's call; · = not tested or not shown. Only part of the results is shown; the hit share may differ from the screen's.

The line under a structure holds: PME-1 primary, Fam108B counter, pPAFAH inh, PAFAH1B2 FP inh, GLD-1 RNA inh, MEX-5 binding, AHR activator, BCLXL inh, MCL1-BIM inh
1) COCCCn1c(SCC(=O)Nc2ccccc2)nnc1-c1ccncc1
    -4, 6, 2, 2, 4, -0.8, 2, 1, 1
2) COc1ccc(CNC(=O)CN(C(=O)CCC(=O)Nc2nccs2)c2ccc3c(c2)OCO3)cc1
    -2, 0, 3, 6, 3, -3.2, 1, 0, -2
3) COc1ccc(C(=O)NCc2ccc3c(c2)OCO3)cc1S(=O)(=O)N(C)Cc1ccccc1
    -6, 2, 1, 23, 1, 1.3, 14, -4, -4
4) COc1cc(C(=O)O)ccc1OC(C)=O
    -2, 1, -5, 1, 11, -1.3, -1, -1, 0
5) CCN(CC(=O)Nc1ccc(NC(C)=O)cc1)C(=O)C1CC(=O)N(Cc2ccc(C)cc2)C1 (stereo unspecified)
    -1, -1, -5, 0, 7, 3.1, 1, -3, -3
6) Cc1ccc(NC(=O)CCCCCC2NC(=O)NC2C)cc1 (stereo unspecified)
    -1, 0, 0, -2, 4, 0.1, 3, 3, 6
7) Cn1c(=O)cc(Nc2ccc(Cl)cc2)[nH]c1=O
    -7, 8, 6, 7, 6, -0.8, 4, 3, -2
8) COc1ccc(OC)c(NC(=O)CCCNC(=O)c2ccc(Cl)cc2)c1
    -2, -4, -2, 5, 4, 2.5, 8, -1, 0
9) Cc1ccc(CSc2nnc(-c3ccc4c(c3)OCO4)o2)cc1
    -2, -2, 6, 3, -4, 0.0, 20, 10, 6
10) CC1(C)C(c2ccc(Cl)cc2)=[N+]([O-])C2(CCCC/C2=N\O)N1O (stereo unspecified)
    4, 7, -1, 3, 0, -1.1, 0, -6, 1
11) Cc1cccc(-c2noc(-c3ccccc3C(=O)NCc3ccco3)n2)c1
    1, -5, 5, 5, 4, -1.8, 8, 3, 3
12) Cc1nnc(SCC(=O)NC2CCCCC2)n1C1CCCCC1
    -1, -2, 8, 4, -2, 0.7, 0, 2, -9
13) CC(C(=O)Nc1cc([N+](=O)[O-])ccc1Cl)N1CCN(c2ccc(O)cc2)CC1 (stereo unspecified)
    -19, -6, 10, -3, 2, -0.2, 35, 14, 21
14) COc1ccc(CC(=O)Nc2ccc(S(=O)(=O)Nc3cc(C)on3)cc2)cc1
    -5, -1, 4, 7, 1, 1.9, -2, 11, 8
15) Fc1ccc(C(CNC(=S)NC2CCCCC2)N2CCOCC2)cc1 (stereo unspecified)
    3, 1, 3, 2, -5, -1.4, -1, 1, 13
16) O=C(O)/C=C/C(=O)Nc1ccc2c(c1)C(=O)c1ccccc1C2=O
    11, 10, 16, 14, 3, -1.3, 44, 14, 6
17) COc1nc(-c2ccccc2)cc(-c2ccc(OC)c(OC)c2)n1
    -8, 4, 3, -4, 7, 1.3, 17, 0, 6
18) Brc1ccc(-c2noc(COc3ccc4ccccc4c3)n2)o1
    -8, -10, -2, 0, 2, -3.4, 7, 0, -5
19) CCCCn1c(SCC(=O)c2ccccc2)nc2ccsc2c1=O
    -2, -4, 0, -6, 7, -2.0, -3, 4, 24
20) Cn1/c(=N/N=C/c2ccc(Cl)c([N+](=O)[O-])c2)sc2ccccc21
    -2, -3, 2, 0, 5, 2.4, 36, 5, 0
21) Cc1cc(N2CC(C(=O)O)CC2=O)ccc1Br (stereo unspecified)
    2, 2, -4, 5, -10, 1.4, 1, 7, 3
22) COc1ccccc1C(=O)COC(=O)CNS(=O)(=O)c1ccc(NC(C)=O)cc1
    -3, 0, -8, -1, 1, 1.4, 3, -8, -4
23) O=C(COC(=O)CN1C(=O)C2CCCCC2C1=O)NC1CCS(=O)(=O)C1 (stereo unspecified)
    -11, 4, 0, -2, 2, 1.4, -1, 6, -2
24) CCOC(=O)c1ccc(NC(=S)NN2CCOCC2)cc1
    7, 4, -3, 2, -6, 3.9, 0, 4, 13
25) CC(C)(C)NC(=O)NC(=O)CN1CCN(c2ccccc2)CC1
    2, 0, 1, 2, 2, 1.1, -1, 5, 1
26) NS(=O)(=O)c1ccc(CCNC(=O)Cc2ccc(S(=O)(=O)N3CCOCC3)s2)cc1
    1, 4, 7, 13, 2, 3.3, -3, 3, -2
27) CC(=O)Cn1c(CN2CC(C)CC(C)C2)nc2c1c(=O)n(C)c(=O)n2C (stereo unspecified)
    -3, -1, -2, 3, -3, 1.5, 0, 1, 3
28) Cc1ccc(SCC(=O)OC(C)C(=O)Nc2ccc(S(N)(=O)=O)cc2)cc1C (stereo unspecified)
    -2, -1, 12, 6, 1, -4.0, 1, 4, 6
29) COC(=O)C1CCN(C(=O)c2cc(-c3ccc(Cl)s3)nc3ccccc23)CC1
    1, ·, 1, 1, 15, ·, 2, 2, 0
30) CCCCNCCOCCOc1ccc(F)cc1
    -11, -3, -1, 1, 1, 0.3, 1, -8, -7
31) Cc1cc(C(F)F)n2nc(C(=O)NCc3ccccc3F)nc2n1
    1, 2, 2, 0, 3, 1.2, 0, 6, 8
32) O=C(NCC(=O)N1CCCCCCC1)c1cccc([N+](=O)[O-])c1
    2, ·, 4, 5, 4, ·, 1, 3, -1
33) Cc1ccc(N(CC(=O)NCc2ccco2)C(=O)CCC(=O)Nc2nccs2)cc1
    0, -1, -1, -3, -5, -2.5, 4, 4, 5
34) Cn1c(=O)[nH]c(=O)c2c1nc1n2CCCN1Cc1ccccc1
    1, 0, -2, ·, 4, 0.0, 2, -5, 4
35) O=C(Cc1ccccc1)Nc1ccc2oc(-c3ccncc3)nc2c1
    -8, -1, 3, 5, -5, -2.3, -12, -8, -9
36) COc1ccc(C)cc1NC(=O)CCNS(=O)(=O)c1cccc(C(F)(F)F)c1
    1, -2, -1, 5, 9, -1.4, 10, -1, 10
37) Cc1cc(OC(F)F)ccc1NC(=O)Nc1ccc([N+](=O)[O-])cc1
    5, 4, -3, 0, -3, 1.4, -2, 1, 3
38) O=C(Cn1nnc2ccccc2c1=O)Nc1cc(C(F)(F)F)ccc1N1CCOCC1
    -3, 3, 0, -2, 5, 0.0, 3, 0, -5
39) CN1C(=O)C(N=Nc2ccccc2C(=O)O)N(C)C1=S (stereo unspecified)
    1, 1, 6, 3, -25, 3.9, 3, -8, -8
40) CC(=O)c1cccc(NC(=O)NC(C)c2ccncc2)c1 (stereo unspecified)
    -1, 2, 3, 4, 6, -0.7, 7, 4, 2
41) CCOC(=O)CNC(=O)CSc1nc(N(C)C)nc(N2CCOCC2)n1
    -5, 1, -4, 2, -1, -1.0, -2, 4, -2
42) CC(C)c1ccc(NC(=S)NN2C(C)CCCC2C)cc1 (stereo unspecified)
    -1, -2, 2, ·, 3, -1.7, 3, 3, 29
43) COc1ccc(-c2noc(CCC(=O)NCCCN3CCN(c4ccccc4F)CC3)n2)cc1
    -15, -2, 2, 0, 9, 1.5, -3, 1, 0
44) O=C(CN1CCN(Cc2ccc(Cl)cc2)CC1)N1CCc2ccccc21
    8, -2, 10, 7, -2, 4.6, 1, -1, -15
45) COc1cc(NC(=O)COc2ccc(Cl)cc2)ccc1-c1cc2ccccc2oc1=O
    -13, -1, 0, 1, -1, 0.1, 55*, 1, -10
46) CC1(C)CC(=O)C(C=NC2CC(C)(C)NC(C)(C)C2)=C(O)C1
    -5, 3, 1, -3, 1, -2.1, 1, 3, 0
47) CCN1CCC(NC(=O)Nc2ccc(F)cc2)CC1
    -3, 4, 6, 1, 6, 1.7, 0, 2, 4
48) Cn1c(=O)c([N+](=O)[O-])c(NCC(O)c2ccccc2)c2ccccc21 (stereo unspecified)
    -5, -2, 0, 1, 3, -0.3, 26, 4, 0
49) O=C(Cc1cccc2ccccc12)Nc1ccccc1C(=O)O
    7, -1, -7, 5, 3, -0.7, 0, 9, 1
50) Cc1ccc(-c2cc(Cc3ccc(F)cc3)c(=O)[nH]n2)cc1
    -1, -3, 2, ·, 0, 1.0, 3, 9, 12
51) O=C(Nc1ccncc1)c1cc(F)cc(F)c1
    0, -3, 6, 2, 1, -0.9, 4, 5, 2
52) CCC(=O)Nc1sc2c(c1C#N)CCCCC2
    12, 8, 6, 4, 5, 2.0, 1, 1, 4
53) c1ccc(-c2cn3c(n2)CCC3)cc1
    -5, -4, 4, 6, 11, 1.1, -5, 2, 3
54) O=C(NCc1ccccc1)c1nc[nH]c1C(=O)N1CCN(c2ccccc2)CC1
    5, ·, 3, 4, -5, ·, 1, 4, 10
55) Cc1cccc(N2CCN(S(=O)(=O)c3c(C)nc4scc(C)n4c3=O)CC2C)c1 (stereo unspecified)
    2, 2, 0, 2, 6, -1.5, 0, 4, 3
56) CC(C)OCCCN1CC(=O)N2C(c3cccc([N+](=O)[O-])c3)c3[nH]c4ccccc4c3C[C@H]2C1=O (stereo partly specified)
    2, 1, 8, -1, 5, 0.4, 18, -5, -5
57) Nc1[nH]n(-c2ccccc2)c(=O)c1N=Nc1ccccc1
    24, 10, 10, 5, 2, 0.5, 33, 0, -4
58) CCn1c(SCC(=O)NC2CC2)nnc1-c1ccc(OC)cc1
    0, 1, 0, -2, -5, 1.8, 2, -3, -6
59) CC1CCCCN1C(=O)CN(C)S(=O)(=O)c1cccc2nsnc12 (stereo unspecified)
    2, 0, 6, 0, -2, -0.6, 0, 3, 7
60) CCCCC(=O)N1C/C=C\C(c2ccc(OC)cc2)N(Cc2ccc(F)cc2)C(=O)[C@H]1Cc1ccccc1 (stereo partly specified)
    1, -1, -2, -4, 9, 4.1, 2, 2, 8

Next section.
The line under a structure holds: PME-1 primary, Fam108B counter, pPAFAH inh, PAFAH1B2 FP inh, GLD-1 RNA inh, MEX-5 binding, AHR activator, BCLXL inh, MCL1-BIM inh
61) CCN(CC)S(=O)(=O)c1cc(C(=O)OCC(=O)Nc2ccc(-c3nc4ccc(C)cc4s3)cc2)ccc1F
    -6, -4, 4, -7, -4, -3.5, -5, 1, 8
62) Cc1ccc(C(C(=O)NC2CCCCC2)N2CCCC2)cc1 (stereo unspecified)
    -2, 0, 2, 6, 7, 1.0, -2, 6, 6
63) O=C(NCCSCc1c(F)cccc1Cl)Nc1ccccc1
    2, -7, 4, 4, -6, 2.3, -5, -3, -6
64) COc1ccc(/C=C/C(=O)c2cc3cccc(OC)c3oc2=O)cc1
    -12, -6, -3, -1, 12, -0.8, 5, 6, 1
